MT1-MMP act inh = blockers of MT1-MMP proenzyme processing, primary screen, HT1080 RFP-PRO-GFP cells, GFP/RFP fluorescence; Matrix metalloproteinase-14 (Homo sapiens), P50281; GFP/RFP ratio fluorescence, overnight; percent of plate control window, DMSO zero; GFP/RFP ratio change, % at 20 µM; 360,000 tested, 0.061% active; AID 651647, 2012;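 active = GFP/RFP ratio change of at least 30% with cell ATP level not reduced by more than half and red fluorescence within 50% of control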; note: strong numbers were not always called active
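Assay system: HT1080 cells carrying an RFP-PRO-GFP reporter | Dosing: Single dose of 20 µM compound, 1% DMSO final | Incubation: Cells overnight before dosing, compound overnight, 37 °C, 5% CO2 | Evaluation: GFP/RFP fluorescence ratio | Control set: DMSO and RFP-L50D-GFP cell wells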
Neddyl block = inhibitors of cullin neddylation, primary screen, biochemical, TR-FRET, uHTS, NAE and Ubc12. NEDD8-conjugating enzyme Ubc12 (Homo sapiens) + NEDD8-activating enzyme E1 regulatory …. calls only at 25 µM. 360,000 tested, 0.58% active. AID 651699, 2012; in the data active = inhibition above about 36%
Rin1-Abl PPI inh = inhibitors of Rin1-Abl protein binding, primary screen, biochemical, TR-FRET; Tyrosine-protein kinase ABL1 (Homo sapiens) + Ras and Rab interactor 1 (Homo sapiens), …; inhibition, % at 7.35 µM; 360,000 tested, 0.4% active; in the data active = inhibition above about 5%, passing the limit was not always enough
bovine MsrA act = bovine MsrA enzyme activators, primary screen, biochemical, absorbance, HTS; purified bovine MsrA, absorbance read-out; 360,000 tested, 0.3% active; Methionine sulfoxide reductase A (Bos taurus); AID 602163, 2012; activation, % at 10.6 µM; in the data active = activation above about 7.5%;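 note: 0% = vehicle and 100% = reference activator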
NRP1-CendR mod = modulators of CendR peptide binding to NRP-1, primary screen, biochemical, fluorescence polarization, uHTS; Neuropilin-1 (Homo sapiens), O14786; FAM-RPARPAR peptide binding to NRP-1; inhibition, % at 25 µM; 360,000 tested, 0.85% active;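 active = inhibition or corrected inhibition above about 18%, plus a signal ratio from 0.5 to 1.5, limit read from the data, passing the limit was not always enough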; note: strong numbers were not always called active
Target sequence (O14786 whole entry, looked up): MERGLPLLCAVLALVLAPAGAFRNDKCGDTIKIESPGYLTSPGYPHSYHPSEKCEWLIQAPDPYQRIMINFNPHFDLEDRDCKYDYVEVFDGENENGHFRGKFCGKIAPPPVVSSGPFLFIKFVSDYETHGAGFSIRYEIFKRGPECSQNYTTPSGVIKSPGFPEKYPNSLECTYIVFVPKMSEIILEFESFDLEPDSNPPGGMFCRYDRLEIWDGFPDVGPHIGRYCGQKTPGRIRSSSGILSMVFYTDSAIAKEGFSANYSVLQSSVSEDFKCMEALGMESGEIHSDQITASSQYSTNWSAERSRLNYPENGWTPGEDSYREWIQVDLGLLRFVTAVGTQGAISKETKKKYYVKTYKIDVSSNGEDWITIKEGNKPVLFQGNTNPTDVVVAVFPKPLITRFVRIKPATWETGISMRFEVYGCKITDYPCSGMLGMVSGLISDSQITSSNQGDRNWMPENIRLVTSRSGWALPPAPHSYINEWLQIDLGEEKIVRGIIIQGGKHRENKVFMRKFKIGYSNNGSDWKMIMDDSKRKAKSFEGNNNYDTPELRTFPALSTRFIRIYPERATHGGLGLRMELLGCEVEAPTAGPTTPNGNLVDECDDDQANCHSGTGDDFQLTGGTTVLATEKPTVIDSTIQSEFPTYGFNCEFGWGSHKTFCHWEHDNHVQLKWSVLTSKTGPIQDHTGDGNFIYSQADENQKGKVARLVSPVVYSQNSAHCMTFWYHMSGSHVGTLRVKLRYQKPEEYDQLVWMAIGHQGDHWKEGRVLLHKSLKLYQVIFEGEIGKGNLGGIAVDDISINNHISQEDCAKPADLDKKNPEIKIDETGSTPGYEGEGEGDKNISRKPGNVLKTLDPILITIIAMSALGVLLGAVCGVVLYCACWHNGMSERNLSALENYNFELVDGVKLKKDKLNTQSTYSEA
FAS TE block = FAS thioesterase domain inhibitors, primary screen, biochemical, fluorescence intensity, uHTS; 360,000 tested, 0.67% active; AID 602261, 2012; recombinant FAS-TE, OMFH fluorogenic substrate, fluorescence endpoint; inhibition, % at 15 µM;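 active = compounds whose normalised, plate-corrected inhibition of enzyme fluorescence in the single-dose primary screen is 50% or more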;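 note: 0% = DMSO with enzyme and 100% = substrate without enzyme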
eLon inh = inhibitors of E. coli Lon protease, primary screen, biochemical, fluorescence polarization; 360,000 tested, 0.42% active; purified E. coli Lon protease; inhibition, % at 7.94 µM; AID 602123, 2011; in the data active = inhibition above about 13%, passing the limit was not always enough;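 note: 0% = enzyme with probe and DMSO and 100% = no enzyme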
PABP1 MLLE inh = inhibitors of PABP1 MLLE–PAM2 peptide binding, primary screen, biochemical, fluorescence polarization, FITC-PAM2, GST-MLLE | 360,000 tested, 0.36% active | Polyadenylate-binding protein 1 (Homo sapiens), P11940 | inhibition, % at 20 µM | AID 588489, 2011; in the data active = inhibition above about 35%, passing the limit was not always enough;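 note: plate controls were DMSO wells with GST-MLLE for no effect and wells lacking GST-MLLE protein for full effect; some results filed as inactive read as strong as hits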
SKN-1 inh = suppressors of acrylamide-induced Pgst-4::GFP reporter in worms, primary screen, SKN-1 inhibitor project, whole organism, uHTS, GFP/RFP fluorescence ratio, strain VP596; 360,000 tested, 0.49% active; AID 624304, 2012; C. elegans VP596 Pgst-4::GFP/RFP ratio, 24 h; inhibition, % at 21.8 µM;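 active = interference check ratio from 0.5 to 1.5 plus GFP to RFP signal ratio inhibition reaching or exceeding a fixed threshold, cut at about 30% in these data, passing the limit was not always enough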; note: some compounds called inactive have numbers as strong as hits
The depositor's hits bear a star; i = inactive; · = not tested or not shown; + = active, no number.

Results follow in this order: MT1-MMP act inh	Neddyl block	Rin1-Abl PPI inh	bovine MsrA act	NRP1-CendR mod	FAS TE block	eLon inh	PABP1 MLLE inh	SKN-1 inh
- C[C@H]1CN([C@@H](C)CO)C(=O)c2cccc(NC(=O)c3ccc(-c4nccs4)cc3)c2O[C@@H]1CN(C)C(=O)NC1CCCCC1
    2	i	1	-3	3	-6	-12	3	-2
- COc1ccc(NS(=O)(=O)c2ccc(Oc3ncccn3)cc2)cc1
    -6	i	5	-8	8	-6	-4	-4	-22
- CC(C)C(=O)Nc1nnc(SCc2cccc(F)c2)s1
    2	i	0	-3	7	1	4	3	2
- COc1cccc(Oc2ncnc(N)c2[N+](=O)[O-])c1
    5	i	-1	-1	10	-3	12	3	8
- CCc1nnc(NS(=O)(=O)c2ccc(N)cc2)s1
    1	i	1	1	2	3	0	-83	4
- N/C(=N/OCc1cccc([N+](=O)[O-])c1)c1nonc1N
    1	i	-3	-2	7	-1	1	4	3
- CC1(C)Cc2cccc(OCC(=O)O)c2O1
    1	i	-2	-4	5	-6	-10	9	1
- C=CCNC(=O)[C@@H]1CSC2c3ccc(OC)c(OC)c3C(=O)N21 (some centres not stated)
    13	·	3	-7	-11	-10	-11	16	8
- Cc1cccc(C)c1NC(=O)C(C1CC1)n1c(-c2ccc(-c3ccccc3)cc2)nc2ccccc21 (configuration not stated)
    5	i	·	·	-6	·	·	·	1
- COc1ccc(N2C(=O)C3CC(C)=C(C)CC3C2=O)c(OC)c1 (configuration not stated)
    8	i	2	0	14	-3	7	8	1
- COc1ccc(Cc2c(-c3ccc(C)cc3)nc3c(C)cc(Br)cn23)c(C)c1
    -3	i	-17	-3	-34	13	-22	-33	6
- O=c1c2c(nc3cc(-c4cccc(Cl)c4)[nH]n13)CCCC2
    -7	+	-6	-2	-7	5	-12	2	14
- Cc1cccc(NC(=O)CCC(=O)c2cccs2)n1
    -10	i	-5	-3	1	-4	3	-2	8
- CC(C)(C)C(=O)C[n+]1cccc(C(N)=O)c1
    0	i	0	-4	-10	-10	4	16	1
- COC(=O)c1ccc(COC(=O)CNC(=O)c2ccco2)cc1
    3	i	1	1	8	1	-10	-5	-1
- O=C(O)CCn1nnc(-c2ccccc2)n1
    2	i	0	-2	11	-4	-3	-3	7
- O=C(Nc1ccc(Oc2ccc(NC(=O)Nc3ccc([N+](=O)[O-])cc3)cc2)cc1)Nc1ccc([N+](=O)[O-])cc1
    11	i	0	-1	4	24	-12	-4	14
- O=S(=O)(Nc1ccccc1N1CCCCC1)c1ccc(F)cc1
    -1	i	-2	-3	4	22	4	-21	8
- O=C(Nc1ccon1)C1CCN(S(=O)(=O)c2cccs2)CC1
    0	i	-2	-11	3	-1	-3	13	11
- OC(c1ccccc1)c1nc(-c2ccc(F)c(Cl)c2)cs1 (configuration not stated)
    3	i	3	-1	3	32	-6	-1	17
- CCn1c(C(c2ccccc2)c2ccccc2)n[nH]c1=S
    2	i	-2	-1	6	5	4	-40	11
- COCc1cccc(-c2csc(C(O)c3ccccc3)n2)c1 (configuration not stated)
    1	i	2	-4	6	2	-15	-6	-4
- O=C1c2cccc3c(O)ccc(c23)C(=O)N1Cc1ccccc1
    -217	i	-1	-2	140	-213	+	i	-27
- CC(=O)Nc1ccc(NC(=O)CSc2nnc(-c3ccccc3)n2Cc2ccc3c(c2)OCO3)cc1
    -1	i	7.8*	-8	-5	-4	9	-104	4
- Cc1ccc2c(Cl)c(C(=O)NC3CC3)sc2c1
    1	i	-1	-4	-5	-2	-4	5	-4
- COc1ccc(C2CC(c3ccc(Cl)cc3)=NN2C(C)=O)cc1 (configuration not stated)
    2	i	-5	-2	4	11	5	6	28
- Cc1cc2c(cc1C)-c1nnnn1C(N1CCCC1)C(=O)N2 (configuration not stated)
    0	i	·	·	7	·	·	·	-17
- CC(=O)Nc1sc(N/N=C/c2ccc(N(C)C)cc2)nc1-c1ccc(C)cc1
    11	i	-1	0	-7	18	-2	-42	19
- COc1ccc(N(CC(=O)NCC2CCCO2)C(=O)CCC(=O)Nc2nccs2)c(OC)c1 (configuration not stated)
    1	i	2	-5	5	-6	4	-8	5
- CC(=O)NCC(=O)OCN1C(=O)c2ccccc2C1=O
    4	i	-1	-2	10	-3	1	10	33
- COc1cccc(C(=O)NCCN2CCN(c3ccccc3)CC2)c1
    -1	i	-1	0	8	-3	-1	-10	6
- Cc1c(C(=O)NCc2ccccn2)oc2ccc(Br)cc12
    1	i	0	-3	-6	0	-2	8	20
- Cc1cccc(CN2CCN([C@@H]3CS(=O)(=O)N[C@H]3COCc3ccccc3)CC2)c1
    1	i	-1	-2	7	-2	-5	-5	2
- O=C(Nc1ccc(O)c2c(=O)cc(-c3cccc(Cl)c3)oc12)c1ccc(F)cc1
    -3	i	2	-3	1	8	-4	-15	3
- C=CCn1cccc(C(=O)Nc2ccc(Cl)cc2)c1=O
    -6	i	0	7.8*	-3	4	-5	13	3
- CCCCSc1nc2c(c(=O)[nH]c(=O)n2C)n1CCc1ccccc1
    9	i	2	-5	-3	2	-5	20	-18
- CC(=O)O[C@H]1[C@@H](O)[C@H](O)[C@H](Oc2c(O)c(C)c3c4c2[C@@H](C)CC[C@@H]4[C@@H](C)C[C@H]3C=C(C)C)O[C@H]1C
    2	i	3	-1	1	13	7	5	9
- CC(C)NC(=O)c1ccc(OC2CSC2)cc1
    9	i	2	3	-2	-9	-9	0	7
- O=C(Cc1ccc(S(=O)(=O)N2CCOCC2)s1)N1CCN(S(=O)(=O)c2cccc([N+](=O)[O-])c2)CC1
    6	i	0	-9	-8	37	-4	-20	7
- O=C(Nc1ccc(F)c(Cl)c1)C1Cc2c(-c3ccco3)ccnc2O1 (configuration not stated)
    -5	i	2	-8	-8	38	-1	4	-10
- CC1C(=O)Nc2ccccc2N1C(=O)c1c(F)cccc1F (configuration not stated)
    0	i	2	-2	-5	0	4	-4	21
- O=C(Nc1cc(S(=O)(=O)N2CCCCC2)ccc1Cl)C1=NN(c2ccccc2)C(=O)CC1
    1	·	-2	0	5	0	-2	-31	3
- CCC(=O)N1CCc2cc(S(=O)(=O)NC(C(=O)Nc3cccc(C)n3)C(C)C)ccc21 (configuration not stated)
    -2	i	8	0	6	-6	-4	-14	-5
- O=C(CN1C(=O)C2(OCCO2)c2ccccc21)c1ccc(Br)cc1
    6	i	-4	-3	6	14	10	-6	-18
- O=C(CSC1=NCCS1)Nc1ccc2ccccc2c1
    1	i	4	-5	2	-14	-6	15	4
- CN1CCN(CC(O)COc2ccc(S(=O)(=O)N3CCOCC3)cc2)CC1 (configuration not stated)
    -1	i	5	-4	4	-6	-9	13	10
- O=C(Cc1ccccc1)N1CCC(c2nc(-c3ccc(F)cc3)no2)CC1
    8	i	0	1	-3	5	1	9	-23
- COc1ccccc1CNC(=O)C(Cc1c[nH]c2ccccc12)NC(=O)OCc1ccccc1 (configuration not stated)
    -3	i	1	-1	1	13	7	-4	19
- CCOc1ccc(S(=O)(=O)N2CCC(C(=O)NCCc3ccc(S(N)(=O)=O)cc3)CC2)cc1
    9	i	-1	-2	12	-6	-4	8	-2
- COCCN(C(=O)c1ccc(N(C)S(=O)(=O)c2ccc(C)cc2)cc1)c1c(N)n(CC(C)C)c(=O)[nH]c1=O
    -2	i	2	-7	10	-3	6	-10	-2
- COc1ccc(C(=O)NCCCNC(=O)c2ccccn2)cc1Br
    -3	i	0	-3	8	1	-9	-2	7
- O=C(CN1C(=O)CCS(=O)(=O)c2ccccc21)NCc1ccccc1
    3	i	1	-1	4	-7	-1	9	37*
- COc1ccc(C(=O)N2CCN(Cc3ccccc3)CC2)cc1[N+](=O)[O-]
    8	i	4	-3	10	1	-1	-18	-11
- COc1ccc(NC(=O)CC2C(=O)N(c3cccc(OC)c3)C(=O)N2CCC(C)C)cc1 (configuration not stated)
    3	i	-1	-2	0	-1	2	-9	9
- COc1cc2c(cc1OC)C(c1ccccc1)CC2=O (configuration not stated)
    0	i	0	-4	0	-2	3	-5	1
- CCOC(=O)[C@]12CCCC=C1N(Cc1cccc3ccccc13)C(=O)[C@H](CC(=O)NCC1CCCCC1)C2
    -8	i	·	-1	7	14	-4	·	9
- COc1cccc2cc(S(=O)(=O)c3ccc(C)cc3)/c(=N/NS(=O)(=O)c3ccc(C)cc3)oc12
    -2	i	4	-1	16	-4	-3	-2	-3
- O=C(CN1C(=O)C2CCCCC2C1=O)Nc1cccc(C(F)(F)F)c1 (configuration not stated)
    2	i	0	-3	-1	-2	1	0	15
- C/C(=C\C(=S)Nc1ccccc1)Nc1ccc2ccccc2c1
    -1	i	0	-4	-37	0	-9	15	3
- O=C(CC(c1ccccc1)c1ccccc1)NCc1cccnc1
    -2	i	-2	-1	2	-3	-1	0	8

Further entries follow.
Results follow in this order: MT1-MMP act inh	Neddyl block	Rin1-Abl PPI inh	bovine MsrA act	NRP1-CendR mod	FAS TE block	eLon inh	PABP1 MLLE inh	SKN-1 inh
- N#CC(=C=[N-])c1nc2ccccc2nc1-[n+]1cccc(NC(=O)c2cccs2)c1
    0	i	-3	-2	-17	3	-11	-8	-5
- COc1ccc(CNC(=O)CN2C(=O)CSc3ccc(S(=O)(=O)N4CCOCC4)cc32)cc1
    -2	i	3	-4	33*	-1	-4	3	13
- Cc1ccc(OCC(=O)NN2C(=O)c3ccccc3C2=O)c(C)c1
    -1	i	-1	2	3	-2	-2	2	6
- O=C(NCCCc1ccccc1)c1ccc([N+](=O)[O-])cc1Cl
    2	i	-2	-2	-5	84*	-7	-7	16
- O=S(=O)(c1ccc(F)cc1)N1CCN(c2ccccc2)CC1
    11	i	-2	-1	6	12	3	9	4
- Cc1c(NC(=O)C(C)OC(=O)/C=C/c2ccc(OC(F)F)cc2)c(=O)n(-c2ccccc2)n1C (configuration not stated)
    2	i	-3	-1	8	-7	2	-11	-2
- COc1ccc(NC(=O)c2cn(CCC#N)nc2-c2cccs2)cc1
    1	i	-1	-3	6	-2	-1	-8	4
- COc1ccc2cc(CN(CC3CCCO3)C(=O)Nc3ccccc3OC)c(=O)[nH]c2c1 (configuration not stated)
    -6	i	0	-3	2	-2	-4	-14	-6
- Cc1ccccc1-c1nnc(SCC(=O)Nc2cccnc2Cl)o1
    4	i	3	0	-6	1	-12	9	7
- CCOc1ccc(C(=S)N2CCOCC2)cc1OC
    5	i	-3	1	-6	-1	-2	21	5
- CCc1nn(CC(=O)NCc2cccnc2)c(=O)c2cc3occc3n12
    -3	i	2	-7	0	-7	2	12	-11

Taken from above:
`COc1ccc(CNC(=O)CN2C(=O)CSc3ccc(S(=O)(=O)N4CCOCC4)cc32)cc1` in FAS TE block is entered as -1
`COc1ccc(NC(=O)c2cn(CCC#N)nc2-c2cccs2)cc1` in eLon inh is entered as -1
`CCc1nn(CC(=O)NCc2cccnc2)c(=O)c2cc3occc3n12` in eLon inh is entered as 2

Bioassay records as filed in PubChem.
